Nox1 inhibitor: inhibitors of human NADPH oxidase 1 (Nox1); Q9Y5S8; HT29 cells, luminol chemiluminescence ROS; inhibition, % at 6.7 µM; 0.81% of 16,000 active; AID 1792, 2009
NOTCH ag: agonists of NOTCH signaling. NOTCH signaling luciferase reporter cells, luminescence. activation, % at 2.5 µM. 0.4% of 15,000 active; in the data active = activation above about 2.2%
TLR4-MyD88 inh: inhibitors of human TLR4-MyD88 binding; 0.06% of 16,000 active; inhibition, % at 10 µM; Toll-like receptor 4 (Homo sapiens), O00206; Cell-based TLR4-MyD88 binding inhibition assay; in the data active = inhibition above about 45%
OPRK1 antag MB: antagonists of human kappa opioid receptor OPRK1, Maybridge library | Kappa-type opioid receptor (Homo sapiens), P41145 | OPRK1 cells, antagonist mode, fluorescence readout | inhibition, % at 9 µM | 0.4% of 16,000 active | AID 652031, 2013; in the data active = inhibition above about 50%
Target sequence (P41145 whole entry, looked up): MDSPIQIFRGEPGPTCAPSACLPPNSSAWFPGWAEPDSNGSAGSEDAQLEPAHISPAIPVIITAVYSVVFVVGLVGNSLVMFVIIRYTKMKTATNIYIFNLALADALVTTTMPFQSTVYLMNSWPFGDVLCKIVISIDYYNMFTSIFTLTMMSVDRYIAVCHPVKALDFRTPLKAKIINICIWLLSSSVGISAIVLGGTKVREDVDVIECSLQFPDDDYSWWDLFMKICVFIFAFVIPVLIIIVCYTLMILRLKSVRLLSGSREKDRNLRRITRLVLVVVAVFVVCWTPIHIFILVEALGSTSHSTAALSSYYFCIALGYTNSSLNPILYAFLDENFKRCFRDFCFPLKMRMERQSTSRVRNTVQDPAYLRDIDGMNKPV
PME-1 Maybridge: inhibitors of human PME-1 in Maybridge library | Protein phosphatase methylesterase 1 (Homo sapiens), Q9Y570 | recombinant PME-1, FP-Rh probe fluorescence polarization | inhibition, % at 9 µM | 0.5% of 16,000 active | AID 2291, 2010; in the data active = inhibition above about 30%
Target sequence (Q9Y570 whole entry, looked up): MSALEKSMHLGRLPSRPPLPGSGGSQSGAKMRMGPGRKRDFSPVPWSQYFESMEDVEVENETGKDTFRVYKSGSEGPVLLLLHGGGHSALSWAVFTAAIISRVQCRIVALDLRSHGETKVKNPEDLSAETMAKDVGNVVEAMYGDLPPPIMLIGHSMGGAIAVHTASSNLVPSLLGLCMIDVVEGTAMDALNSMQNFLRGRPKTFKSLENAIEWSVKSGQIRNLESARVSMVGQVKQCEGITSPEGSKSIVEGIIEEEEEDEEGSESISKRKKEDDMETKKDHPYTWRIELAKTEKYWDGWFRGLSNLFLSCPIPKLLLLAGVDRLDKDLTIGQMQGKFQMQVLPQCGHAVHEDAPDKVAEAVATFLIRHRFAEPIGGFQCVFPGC
rat GALR2 agon: agonists of rat galanin receptor 2 (GALR2). Galanin receptor type 2 (Rattus norvegicus), O08726. cell-based GALR2 agonist screen. activation, % at 10 µM. 0.5% of 16,000 active. AID 833, 2007; in the data active = activation above about 15%
Luminol counter: counter-screen for Nox1 inhibitors: inhibitors of luminol chemiluminescence; HRP/luminol/H2O2 chemiluminescence counterscreen; inhibition, % at 6.7 µM; 0.4% of 16,000 active; AID 1823, 2009; also: reference of the scale not given here
S1P1 agonist: activates the human S1P1 receptor; Sphingosine 1-phosphate receptor 1 (Homo sapiens), P21453; S1P1 agonist cell-based reporter assay; activation, % at 4.5 µM; 1.5% of 16,000 active; AID 1044, 2008; in the data active = activation above about 80%
* = called active by the depositor; . = not tested or not shown. Rule as the data show it, unless noted: active = inhibition above about 75%; inactive = the rest.

SMILES	Nox1 inhibitor	NOTCH ag	TLR4-MyD88 inh	OPRK1 antag MB	PME-1 Maybridge	rat GALR2 agon	Luminol counter	S1P1 agonist
Cc1ccc(S(=O)(=O)N/N=C/c2ccc(O)cc2O)cc1	-35	-0.7	5	12	-3	-10	31	-10
O=C(NN1CCOCC1)c1csc(Cc2c(Cl)cccc2Cl)n1	-55	-0.4	-4	5	0	-8	2	-16
C/C(=N\NC(N)=O)c1ccccc1	7	0.5	-1	-10	3	-5	-2	2
CCCCCCCCCCCC(=O)Nc1cc(OC)ccc1OC	-14	-0.3	3	-12	4	-5	-7	0
CCOc1ccc2nc(NC(=O)c3ccc([N+](=O)[O-])o3)sc2c1	6	0.1	7	-14	0	-6	10	-1
O=c1c2ccccc2c(-c2ccc(Cl)cc2)nn1CN1CCOCC1	31	-0.7	1	-10	4	-1	-5	8
Cc1c(-c2cc(N)n(C)n2)sc2ccc(Cl)cc12	-38	-0.8	5	5	8	-12	7	-3
CSc1nc(C)nc(-c2cccc(CSc3ccccc3)c2)c1C#N	-6	0.1	-1	4	-7	-11	2	-12
O=C(Nc1ccc(OC(F)(F)F)cc1)Nc1ccccc1N1CCCCC1	9	-0.2	4	21	-3	-4	-3	-10
CC(C)(C)c1c(C#N)sc2sc(C#N)c(N)c12	-42	0.1	-3	-3	0	-8	-1	11
CC(C)c1ccc(NC(=O)CSc2nnc(Cn3cc(C(F)(F)F)ccc3=O)n2C)cc1	-14	0.1	11	-2	4	-5	-2	0
CCOC(=O)Cn1c(=O)c(C#N)cn(C(C)C)c1=O	-34	-0.2	5	13	-1	1	-3	-2
COc1ccc(C2=NOC(COc3ccc([N+](=O)[O-])cc3)C2)cc1 (stereo unspecified)	-88	-0.6	-4	-2	-4	-6	1	4
Cc1ccc(SCCS(=O)(=O)c2ccc(F)cc2)cc1	-17	-0.1	-8	28	4	-4	-3	-8
CCN(CC)CC(=O)NN1CC(=O)N(c2cccc(Cl)c2)CC1=O	-6	-0.1	-5	-4	-2	-3	2	-3
CN1CCN(S(=O)(=O)c2ccc(-c3cc(C(F)(F)F)on3)s2)CC1	-23	-0.3	-1	-2	1	-9	2	-12
NS(=O)(=O)c1cccc(NC(=O)c2cnc3ccccc3n2)c1	2	-0.1	2	-2	-3	-7	4	-11
O=[N+]([O-])c1cc(C2SCCS2)ccc1Sc1ccc(Cl)cc1	21	0.1	6	10	5	2	-6	21
CSc1cccc(NC(=S)Nc2cccc(SC)c2)c1	-26	2.5*	1	6	6	-5	-10	5
O=C(NC1CCCCNC1=O)c1cn(S(=O)(=O)c2ccccc2)c2ccccc12 (stereo unspecified)	-7	-0.8	-1	-17	4	-6	-1	-4
Cc1nc(-c2ccc(Oc3ccc(C(F)(F)F)cn3)cc2)no1	-28	0.3	1	10	6	-5	0	27
Cn1nc(C(C)(C)C)cc1C(=O)NC1CCCCNC1=O (stereo unspecified)	-33	-0.6	-3	-12	-1	-7	4	-14
CC(C)C(=O)NNc1ncccc1C(F)(F)F	-19	0.0	2	-1	-1	-7	1	-2
O=C(NCCc1ccccn1)c1cnn(-c2ccc(Cl)cc2)c1C(F)(F)F	-24	-0.1	-3	-19	0	-9	2	-8
O=C1c2cccc3cccc(c23)C(=O)N1Nc1ccccc1	3	-0.7	-2	-7	5	6	-1	13
CSc1nnc(-c2ccc(S(=O)(=O)O)s2)n1C	-42	-0.6	10	25	2	-6	1	6
C=CCn1c(C(C)Oc2ccc(Cl)cc2)n[nH]c1=S (stereo unspecified)	10	0.8	0	1	0	-4	94*	16
CC(OCc1ccccc1)C(NC(=O)OC(C)(C)C)C(N)=O (stereo unspecified)	-17	-0.4	-2	-11	1	-3	1	-17
O=C(NCCNS(=O)(=O)c1ccc(C(F)(F)F)cc1)N1CCOCC1	13	-0.3	1	-2	0	-7	-3	3
COc1ccc(-c2c(Br)sc(SC)c2C#N)cc1	-4	0.0	2	11	-5	-3	0	16
Cc1cc(C(F)(F)F)n2nc(-c3cccs3)cc2n1	18	0.2	-3	2	3	-7	-4	-4
O=C(O)CC(CC(=O)Oc1ccccc1N1CCCCC1)c1ccccc1 (stereo unspecified)	-25	0.1	5	-1	2	-4	-1	-3
COc1ccc(CCNC(=O)c2ccccc2-c2ccccc2C(=O)O)cc1OC	-8	-0.8	1	-8	3	-7	-8	-6
Cc1ccc(C)n1-c1ccccc1C1C=NNC1=O (stereo unspecified)	-38	-1.4	5	14	3	-6	1	-3
CN(C)C(=S)NC(Cc1ccccc1)c1ccccc1 (stereo unspecified)	-19	-0.3	-3	-15	-1	-4	-1	8
O=C(Nc1ccc(C(F)(F)F)cc1)O/N=C/c1ccccn1	-10	1.0	5	4	-5	-4	2	-7
CC1=NN(C)C(=O)/C1=N\OC(=O)c1ccc(OC(F)(F)F)cc1	-80	-5.7	5	3	3	0	-1	3
CCCN(CCC)S(=O)(=O)c1ccc(C(=O)NNC(=S)Nc2cccc(OC)c2)cc1	8	-0.6	5	3	5	-6	8	27
C#CC(CC)(CC)NC(=O)COc1cc(Cl)c(Cl)cc1Cl	39	-0.7	-7	-16	4	-9	-7	16
S=C(NCc1ccco1)Nc1cccc2ccccc12	-14	-0.2	-8	10	2	-4	-2	2
O=[N+]([O-])c1ccc(OCC(F)(F)F)nc1	-36	-0.2	5	-13	-1	-7	1	-11
NC(=O)N/N=C1\CCOc2ccc3ccccc3c21	-8	0.1	-9	-20	0	-8	1	-22
O=C1/C(=C/c2ccncc2)COc2ccccc21	-12	0.1	0	4	-2	-5	0	-9
Cc1ccc(S(=O)(=O)OCC(NC(=O)OC(C)(C)C)C(=O)OCc2ccccc2)cc1 (stereo unspecified)	-18	-0.3	-2	14	-2	-7	1	2
O=C(Nc1ccc(C(F)(F)F)cc1)c1ccno1	-27	0.3	-6	-3	18	-4	2	-3
N#Cc1ccccc1-c1ccccc1C#N	-35	0.0	-3	12	-3	3	1	-1
Cc1sc2nc(C)n(/N=C/c3cccs3)c(=O)c2c1C	-6	0.1	0	-6	2	-6	-4	-4
CCOc1ccc(-n2c(=O)c3cc4c(=O)n(-c5ccc(OCC)cc5)c(=O)c4cc3c2=O)cc1	-37	-0.4	17	-8	-5	-7	2	6

A draw from above in order of length of the SMILES, smallest number first:
SMILES	Nox1 inhibitor	NOTCH ag	TLR4-MyD88 inh	OPRK1 antag MB	PME-1 Maybridge	rat GALR2 agon	Luminol counter	S1P1 agonist
CC(OCc1ccccc1)C(NC(=O)OC(C)(C)C)C(N)=O (stereo unspecified)	-17	-0.4	-2	-11	1	-3	1	-17
NS(=O)(=O)c1cccc(NC(=O)c2cnc3ccccc3n2)c1	2	-0.1	2	-2	-3	-7	4	-11
O=C(NCCc1ccccn1)c1cnn(-c2ccc(Cl)cc2)c1C(F)(F)F	-24	-0.1	-3	-19	0	-9	2	-8

(cont.)
SMILES	Nox1 inhibitor	NOTCH ag	TLR4-MyD88 inh	OPRK1 antag MB	PME-1 Maybridge	rat GALR2 agon	Luminol counter	S1P1 agonist
CCOC(=O)C(=CNNC(=O)C1C2C=CC(C2)C1C(=O)O)C(=O)OCC (stereo unspecified)	8	-0.2	2	5	5	-5	-4	-4
FC(F)(F)c1ccc2c(c1)Nc1ccccc1S2	102*	.	5	-6	4	-11	10	-7
COc1ccc(-c2noc(-c3ccccc3)n2)cc1OC1CCCC1	0	0.0	-4	1	-11	-9	0	98*
O=C(O)/C=C/C(=O)Nc1ccc(NC(=O)c2ccccc2O)cc1	-24	0.2	8	13	-6	-5	-3	-3
O=C(NCc1ccc2c(c1)OCO2)C1CCN(c2nccc(C(F)(F)F)n2)CC1	4	-1.6	-10	20	2	-8	-6	-4
CC(O)C(NC(=O)c1ccccc1)c1ccccc1 (stereo unspecified)	-15	.	4	4	9	-6	-8	-7
O=C(O)CSCC(=O)N1CCN(c2ncccn2)CC1	-57	-0.2	7	2	-6	-1	2	-7
CSc1nc(N)n2nc(C3CC3)cc2n1	5	-1.4	1	20	-2	-9	-1	13
Cc1nc(CSc2n[nH]c(=O)n2Cc2ccccc2)cs1	-8	.	-2	17	2	-1	-7	0
O=C1CSC(c2ccccn2)N1Cc1ccc(F)cc1 (stereo unspecified)	-27	0.2	5	8	-2	-4	2	-4
CSCCC(NC(=O)c1ccc(C(F)(F)F)cc1)C(=O)NNC(=O)c1ccccc1Cl (stereo unspecified)	-43	-0.3	-4	-9	-3	-6	-2	-12
Cc1nc(-c2ccccc2)no1	-12	-1.0	-5	-5	1	-6	-1	-5

Reprinted at random: seven entries already listed.
SMILES	Nox1 inhibitor	NOTCH ag	TLR4-MyD88 inh	OPRK1 antag MB	PME-1 Maybridge	rat GALR2 agon	Luminol counter	S1P1 agonist
FC(F)(F)c1ccc2c(c1)Nc1ccccc1S2	102*	.	5	-6	4	-11	10	-7
CSCCC(NC(=O)c1ccc(C(F)(F)F)cc1)C(=O)NNC(=O)c1ccccc1Cl (stereo unspecified)	-43	-0.3	-4	-9	-3	-6	-2	-12
CCOC(=O)C(=CNNC(=O)C1C2C=CC(C2)C1C(=O)O)C(=O)OCC (stereo unspecified)	8	-0.2	2	5	5	-5	-4	-4
CC(O)C(NC(=O)c1ccccc1)c1ccccc1 (stereo unspecified)	-15	.	4	4	9	-6	-8	-7
CSc1nc(N)n2nc(C3CC3)cc2n1	5	-1.4	1	20	-2	-9	-1	13
O=C(O)CSCC(=O)N1CCN(c2ncccn2)CC1	-57	-0.2	7	2	-6	-1	2	-7
O=C(O)/C=C/C(=O)Nc1ccc(NC(=O)c2ccccc2O)cc1	-24	0.2	8	13	-6	-5	-3	-3

Further structures follow.
SMILES	Nox1 inhibitor	NOTCH ag	TLR4-MyD88 inh	OPRK1 antag MB	PME-1 Maybridge	rat GALR2 agon	Luminol counter	S1P1 agonist
Cc1ccc2snc(C(N)=O)c2c1	-66	0.1	6	19	-3	-6	5	2
Cn1nc(C2CC2)cc1NC(=O)CN1C(=O)c2ccccc2C1=O	34	0.3	1	12	7	-3	-5	-1
CCOC(=O)/C(=N/O)C1=NN=C(N)SC1	-44	-0.3	1	5	-7	0	0	-9
CCCNC(=O)NC(=O)c1cnccc1C(F)(F)F	-15	-0.3	10	36	0	-4	-1	-15
O=C(O)CSCC(=O)NCc1ccc2c(c1)OCO2	-38	0.0	4	4	0	-4	2	3
CN(C)C(=O)Nc1ccccc1	-2	-0.7	1	5	0	-8	-2	-2
COc1ccc(-n2c(-c3cc(-c4ccccc4)sc3N)n[nH]c2=S)cc1	5	-0.3	-4	7	1	1	6	0
Cc1noc(C(F)(F)F)c1-c1nnc(-c2cccc(C(F)(F)F)c2)o1	-50	-0.8	-3	10	-2	-6	2	40
CCOC(=O)c1[nH]c(Cc2[nH]c(C(=O)OCC)c(C)c2CC)c(CC)c1C	-56	-0.9	-1	-24	2	-4	0	-25
O=C(Nc1ccc2c(c1)OCCO2)c1sc2ccccc2c1Cl	17	-0.5	-5	4	2	-2	-6	57
COC(=O)c1ccc(S(=O)(=O)N(Cc2ccccc2)C(C)C)o1	-49	-0.5	-9	-16	-1	-8	4	-13
Cn1cc(C(=O)O/N=C(\N)c2ccc(C(C)(C)C)cc2)c(C(F)(F)F)n1	32	0.0	-11	35	-8	-6	-6	100*
CSc1n[nH]c(NC(=O)c2ccccc2Cl)c1S(=O)(=O)c1ccc(Cl)cc1	35	-0.3	0	1	6	-7	-7	71
Cc1cc(NS(=O)(=O)c2ccc(NS(=O)(=O)c3cc(Cl)c(Cl)cc3Cl)cc2)no1	-45	-0.8	1	-2	-4	-5	3	11
CCOC(=O)c1nc(-c2ccccc2)sc1-c1ccnn1C(=O)Nc1ccc(Cl)cc1	6	-0.6	-2	-2	-1	-6	-2	-14
CNc1ccc(C(C)=O)cc1N	69	0.1	1	4	2	-1	38	2
O=C(Cc1ccccc1F)NCCc1c[nH]c2ccccc12	-1	0.1	-3	2	3	-3	-3	-6
CSc1nc(Nc2cccc([N+](=O)[O-])c2)cc(C(F)(F)F)c1C#N	24	-0.9	-2	24	6	-2	29	7
Cc1nc(-c2cc(-c3ccccc3)c(C(F)(F)F)s2)sc1C(=O)O	-18	0.0	-7	-10	-13	-5	2	-14
CCOC(=O)C(C)(Sc1nc(N)c(C#N)c(SC)c1C#N)C(=O)OCC	5	-0.1	-3	-26	1	-11	-1	-15
O=C(Nc1ccc(F)cc1F)c1ccc2ncccc2c1	8	-0.4	5	16	3	-6	-2	1
CSc1ccc(Cl)cc1NC(=O)C(F)(F)F	-48	0.2	7	13	-3	-5	2	-3
O=C(O)c1nnn(Cc2ccccc2)c1C(=O)O	-14	0.0	-4	1	4	-4	-6	-7
O=S(=O)(Cc1ccco1)Cc1nc(-c2ccc(Cl)cc2)cs1	-9	-0.5	-8	-10	2	-7	1	2
COc1cc(NC(=O)CCOc2ccc(F)cc2)cc(OC)c1OC	-26	-0.7	-3	-2	-3	1	-1	6
Cc1c(C)c(C)c(S(=O)(=O)N=C(N)N)c(C)c1C	-14	-0.3	1	-3	5	-7	-2	5
COc1cccc(OC)c1C(=O)Nc1ccccc1F	2	0.6	0	2	-3	-6	1	-6
